# ELG1 genotoxic: induces genotoxicity in HEK293T cells with luciferase-tagged ELG1; 1.3% of 330,000 active; HEK293T ELG1-luciferase reporter, luminescence, 16 h; AID 504466; Potency, µM (titrated, usually from 46 µM), without a hit: at the highest dose activity change, positive = activation, most hits filed as activators; note: % of control where 0% means no effect; nearly all actives have a fitted effect of over 60% in size
#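 Step 1: seed 2,000 HEK293T ELG1-luciferase cells per well. Step 2: add compound or DMSO, incubate 16 hr at 37 °C. Step 3: ONE-Glo, 30 min at room temperature, read luminescence.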
# uPA surface inh: inhibitors of cell surface uPA generation. 0.31% of 330,000 active. cell surface uPA generation assay, qHTS. Potency, µM (series often up to 38.3 µM), inactives show at the top dose activity change, negative = inhibition, usual class: inhibitors. AID 540303; active = well fitted inhibition curve with a large enough effect; inconclusive = small, poorly fitted or top-dose-only effect; inactive = no such curve, though single readings can be large or run the other way; tested in mouse RAW 264.7 cells; note: % is set by controls: 0 for no effect and ±100 for the full control effect; nearly all actives have a fitted effect of over 55% in size
# MBNL1-CUG inh: MBNL1-poly(CUG) RNA binding inhibition; TR-FRET MBNL1-His/biotin-(CUG)12 binding, 665/545 ratio; Potency, µM (top dose mostly 57.5 µM), for inactives: at the top dose activity change, negative = inhibition, most hits filed as inhibitors; 0.036% of 280,000 active; AID 2675; active = well fitted inhibition curve with a large enough effect in the signal ratio, with a control signal flat, not every such curve was filed as active; inconclusive = small, poorly fitted or top-dose-only effect, or effect the other way, or a change in a side signal; inactive = no such curve, though single readings can be large or run the other way; the % refers to the signal ratio; note: % is set by controls: 0 for no effect and ±100 for the full control effect
#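 TR-FRET readout: Ex 340 nm, 665/545 nm emission ratio, normalized to buffer-only (basal) and MBNL1-(CUG)12 controls. Complex of MBNL1-His with Biotin-(CUG)12, compounds 92 nM–58 uM, incubated 60 min at room temperature.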
# FLuc modulator: firefly luciferase modulation, counter-screen for miR-21 project; P08659; 6.9% of 360,000 active; Potency, µM (top dose mostly 57.5 µM), inactives show at the top dose activity change, negative = inhibition, actives largely listed as inhibitors; purified FLuc, Km substrates, luminescence inhibition; AID 588342;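 note: plate controls were vehicle for no effect and reference inhibitor for full effect; nearly all actives have a fitted effect of over 55% in size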
#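 Purified P. pyralis luciferase (10nM final) with 10uM D-luciferin and 10uM ATP (Km levels) in 50mM Tris acetate pH 7.5, 10mM Mg acetate, 0.01% Tween-20, 0.05% BSA; qHTS 6-point titration, ~60 µM downward; luminescence read.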
# RORg inh: inhibitors of mouse ROR gamma transcriptional activity; P51450; Drosophila S2 Gal4-RORgamma UAS-luciferase reporter, 20 h; Potency, µM (doses to about 53.6 µM), inactives show at the top dose activity change, negative = inhibition, usual class: inhibitors; 5.4% of 310,000 active; AID 2551; note: % is set by controls: 0 for no effect and ±100 for the full control effect; nearly all actives have a fitted effect of over 60% in size
#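 Drosophila Schneider cells stably carrying a metallothionein-driven Gal4 DBD–ROR gamma fusion and a UAS-Photinus luciferase reporter were exposed to compound for 1 hr, then induced with copper sulfate (700 uM final) for 20 hr at ambient temperature before luminescence reading.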
# BRCA1 expr up: BRCA1 expression activation. MCF7-BRCA1-FFLuc reporter, luminescence, 48 h; response scale: scaled: vehicle 0%, 10 µM genistein 100%. Potency, µM (series often up to 46.1 µM), inactives show at the highest dose activation, usual class: activators. 1.1% of 380,000 active. AID 624202; note: nearly all actives have a fitted effect of over 80% in size; some results filed as inactive show a strong effect at the top dose
#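 Luminescence from a BRCA1-driven firefly luciferase in MCF7 cells was read after 48 h compound exposure at 37 C. Data normalized against DMSO and a 10microM genistein activation control, then curve-fitted across the titration.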
# Gal4-VP16 FLuc: inhibits Gal4-VP16 luciferase reporter, ROR gamma counter-screen; 3.5% of 310,000 active; Potency, µM (doses to about 53.6 µM), inactives show top-dose activity, negative = inhibition, actives largely listed as inhibitors; AID 2546; Drosophila S2 Gal4-VP16 UAS-luciferase, luminescence, 20 h;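 note: Gal4-VP16 expression switched on by copper sulfate through the metallothionein promoter; % is set by controls: 0 for no effect and ±100 for the full control effect; nearly all actives have a fitted effect of over 50% in size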
# NPC1 prom act: activators of NPC1 promoter | Huh7 NPC1 promoter luciferase reporter, 24 h | Potency, µM (series often up to 9.22 µM), for the others: at the highest dose activation, hits mostly activators | 2.4% of 320,000 active;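 note: % of control where 0% means no effect; nearly all actives have a fitted effect of over 60% in size; reporter is driven by a mutant NPC1 promoter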
#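 Readout is luciferase luminescence, reflecting NPC1 promoter activation in stably transfected Huh7 cells after 24 h compound exposure at 37 °C in reduced-serum medium with 10% FBS.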
# p53 reactivation: restores transcriptional activity of mutant p53 | H1299 p53-A138V BP100-luciferase reporter, luminescence, 24 h | Potency, µM (doses to about 92.2 µM), without a hit: at the top dose activity change, positive = activation, hits mostly activators | 0.063% of 320,000 active | AID 504706; note: % of control where 0% means no effect; nearly all actives have a fitted effect of over 45% in size
#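 p53-null H1299 cells stably carrying temperature-sensitive p53-A138V and a BP100-luciferase reporter were pinned with compounds (4-point, 1:5 series) and held 24 hrs at 37 deg C. Luminescence was read 10 min after detection reagent.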
# Rab9 prom act: activates the Rab9 promoter. Huh7 Rab9 promoter-luciferase reporter, luminescence, 24 h. 2.8% of 320,000 active. Potency, µM (highest dose often 9.22 µM), inactives show at the highest dose activation, negative = inhibition, actives largely listed as activators. AID 485297; note: % of control where 0% means no effect; nearly all actives have a fitted effect of over 60% in size
#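 Cell-based reporter: Huh7 stable for Rab9 promoter-driven luciferase, plated in reduced-serum medium with 10% FBS at 1500 cells/well, compound-treated 24 h at 37 °C, luminescence read after 10 min reagent.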
# MLL CXXC-DNA inh: inhibitors of human MLL CXXC domain-DNA interaction | MLL-CXXC / FITC-HOXA9 DNA fluorescence polarization | Q03164 | AID 2662 | 0.037% of 290,000 active | Potency, µM (titrated, usually from 115 µM), without a hit: top-dose activity change, negative = inhibition, hits mostly inhibitors; active = well fitted inhibition curve with a large enough effect in the polarisation, with a control signal flat, not every such curve was filed as active; inconclusive = small, poorly fitted or top-dose-only effect, or effect the other way, or a change in a side signal; inactive = no such curve, though single readings can be large or run the other way; the % refers to the polarisation
#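 Steps: dispense CXXC domain solution (7 uM) → pin compounds or unlabeled HOX-A9 DNA control → 5 min ambient → add FLSN-HOX-A9 solution (50 nM) → spin → 30 min ambient → fluorescence polarization. Tris pH 7.5/NaCl/DTT/BSA buffer.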
# * = called active by the depositor; ? = inconclusive; / = not tested or not shown; & = joins results of further samples; [ ] = another dose, or the depositor's remark. Unless noted, calls come from the whole dose curve; as a rule, active = well fitted curve in the direction sought with a large enough effect; inconclusive = small, poorly fitted or top-dose-only effect, or another doubt; inactive = no such curve, though single readings can be large; an effect the other way counts as inactive or inconclusive. Potency is the fitted concentration of half-maximal effect. This is a subset; count on the stated rates, not on these rows.
canonical_smiles	ELG1 genotoxic	uPA surface inh	MBNL1-CUG inh	FLuc modulator	RORg inh	BRCA1 expr up	Gal4-VP16 FLuc	NPC1 prom act	p53 reactivation	Rab9 prom act	MLL CXXC-DNA inh
COc1ccc(C2CC(c3ccc4ccccc4c3)=NN2C(=O)COC(=O)C2CCC(=O)N2)cc1 (configuration not stated)	?	5%	3%	24µM*	2%	?	3%	1.6µM*	2%	1.1µM*	5%
Nc1nonc1-c1nc2ccccc2n1CC(=O)N1CCN(c2ccc(F)cc2)CC1	-13%	4%	-8%	3%	5%	-3%	10%	-3%	4%	-2%	11%
O=C1C=C(Nc2ccc(O)cc2)C(=O)c2ccccc21	?	-7%	?	5.4µM*	3%	-68%[inhibitor]	?	1%	?	?	-4%
Cc1ccc(-c2nnc(-c3ccccc3)c(-c3ccccc3)n2)cc1	-1%	2%	-2%	-2%	23%	4%	5%	-6%	0%	0%	-6%
Cc1ccc(-c2c(C(=O)N(C)Cc3ccccc3)oc(=O)c3ccccc23)cc1	-4%	0%	?	3%&-12%	?	-7%&-19%	?	1%	-13%	-3%	-4%
COc1ccc(-c2csc(NC(=O)c3ccccc3Br)c2C(=O)O)cc1	-3%	-7%	11%	?	11%	4%	0%	-4%	8%	-5%	1%
COC(=O)C1CCN(Cc2cn(Cc3ccccc3)nc2-c2cc3ccccc3o2)CC1	-7%	-12%	-6%	0%	13%	-7%	-1%	0%	-2%	0%	-15%
Cc1ccc(C(=O)OCc2cn(-c3ccccc3)nn2)cc1	-1%	2%	0%	-17%	-3%	14%	-6%	-1%	3%	-1%	-2%
COc1ccc(C(=O)NCc2nnc(SCC(=O)NCc3ccc(F)cc3)o2)cc1	3%	6%	0%	-10%	-7%	28%	-11%	4%	-5%	-2%	-6%
CCc1ccc(/C=N/n2c(C3CCCCC3)n[nH]c2=S)cc1	-2%	0%	-3%	-1%	3.5µM*	0%	8.9µM*	-7%	2%	-5%	3%
N#C/C(=C\c1ccc[nH]1)C(=O)N1CCCCC1	0%	1%	?	0%	38%	4%	21%	9%	-2%	1%	3%
COC(=O)c1ccc(NN=Nc2ccc(C)cc2)cc1	?	-3%	/	6.7µM*	15%	?	-1%	0.79µM*	/	1.1µM*	11%
CCOC(=O)N1CCN(S(=O)(=O)c2ccc(F)c(C(=O)Nc3ccc(C(C)C)cc3)c2)CC1	9%	1%	4%	?	?	-48%	-17%	-2%	-6%	-4%	5%
CC(=O)c1cccc(NC(=O)C2CC(c3ccc(F)cc3)=NO2)c1 (configuration not stated)	0%	3%	-10%	-2%	-8%	2%	-9%	-3%	-1%	0%	6%
COc1ccc(C(=O)Nn2c(C)nnc2-n2nc(C)cc2C)cc1OC	1%	3%	-7%	1%	42%	-6%	-7%	-2%	1%	-5%	8%
O=C(CN1CCN(Cc2ccccc2Cl)C1=O)NCc1ccccn1	-1%	1%	13%	0%	1%	-3%	-5%	5%	-3%	1%	-21%
OC(c1nc2ccc(F)cc2[nH]1)C(O)c1nc2ccc(F)cc2[nH]1 (configuration not stated)	-1%	1%	-1%	-3%	-3%	-19%	-3%	-11%	2%	3%	9%
COc1cccc(-c2cc(C(F)(F)F)n3nc(C(=O)Nc4c(C)n(C)n(-c5ccccc5)c4=O)cc3n2)c1	0%	3%	?	0%	5%	-16%	4%	-1%	-3%	-3%	5%
CN1C[C@@H]2C(c3ccc(C(F)(F)F)cc3)C3(c4ccccc4)CC2(C3)[C@H]1c1ccccc1 (some centres not stated)	-2%	-74%	-7%	-2%	0%&0%	4%	3%&4%	-1%	8%	-2%	3%
C/C(=N\Nc1nc(N2CCOCC2)nc(N2CCOCC2)n1)c1ccc([N+](=O)[O-])cc1	-22%	1%	2%	-3%	-5%	23%	1%	1%	0%	0%	-5%
COc1cccc(C(=O)NCC(c2ccco2)N2CCc3ccccc3C2)c1 (configuration not stated)	0%	31%[activator]	/	-3%	/	-17%	/	1%	0%	0%	/
O=C1NC(Cc2ccccc2)c2nc3ccc(Cl)cc3c(=O)n2-c2cc(Cl)ccc21 (configuration not stated)	2%	/	/	-2%	/	/	/	0%	-8%	-4%	/
Cc1nc(C)c(/C(O)=C/c2nc3ccccc3oc2=O)s1	0%	-6%	/	?	-9%	-44%	-5%	-2%	?	2%	2%
Cn1c(=O)cc(OCCCC(=O)N2CCN(c3ccccn3)CC2)c2ccccc21	?	-5%	4%	1%	1%	-30%	0%	0%	-1%	-7%	17%
COc1cc(Cl)ccc1OCc1cc(C(=O)N(C)Cc2cn(C)nc2C)no1	2%	-8%	-1%	-16%	20%	-1%	-3%	-3%	1%	0%	42%[activator]
CN(CC1CCCN(CCc2ccccc2F)C1)C(=O)c1ccoc1 (configuration not stated)	-1%	-3%	-6%	4%	-11%	8%	-1%	-4%	-5%	-2%	38%
CC(=O)Oc1ccc2c(=O)oc(-c3ccc([N+](=O)[O-])cc3)nc2c1	-1%	1%	?	2%	-18%	-8%	1%	-3%	-1%	-3%	4%
O=C(NNc1cc(Cl)ccc1Cl)c1cccs1	-1%	-4%	/	6%	0%	7%	-25%	-5%	-1%	0%	3%
COc1ccc(OC)c(-c2csc(NC(=O)COC(=O)C3CC3)n2)c1	3%	13%	/	?	/	-1%	/	-2%	2%	-3%	/
Cc1cc(S(=O)(=O)Nc2ccc(C(=O)NCCCN3CCOCC3)cc2)ccc1F	15%	6%	/	0%	/	-25%	/	-2%	-10%	0%	/
COc1cc(/C=C2/SC(=O)NC2=O)ccc1Oc1ccc([N+](=O)[O-])cc1[N+](=O)[O-]	-5%	-9%	5%	-10%	-28%	-14%	-3%	-2%	-6%	-13%	-7%
Cc1ccc(C(=O)N/N=c2\sc3ccccc3n2C)cc1	0%	-1%	-24%	21µM*	?	12%	?	20%	6%	13%	?
COc1ccc(OC)c(/C=C2\NC(=O)NC2=O)c1	-15%	13%	?	-1%	20%	65%	15%	-2%	-1%	-1%	1%
CCOc1cccc(N2C(=O)CC(N3CCN(c4ccc(S(=O)(=O)CC)cc4)CC3)C2=O)c1 (configuration not stated)	0%	/	-5%	-2%	4%	13%	-14%	1%	-2%	-3%	-3%
C=CCN1C(=O)CSC1=Nc1cccc(O)c1	1%	3%	5%	1%	-15%	-5%	2%	-2%	?	-19%	5%
Cc1sc(NC(=S)NC(=O)C2CCCCC2)c(C(N)=O)c1C	4%	-13%	/	-13%	31%	31%	-3%	3%	11%	21%	15%
CC(=O)N1c2ccc(S(=O)(=O)NCC3CCC(C(=O)NCc4ccco4)CC3)cc2CC1C (configuration not stated)	0%	-3%	0%	1%	-15%	-22%	18%	-5%	-2%	-8%	3%
Cc1ccc(/C=N/NC(=O)C2(C)CC2(Br)Br)cc1 (configuration not stated)	0%	-6%	2%	-5%	23%	23%	-7%	0%	-1%	-4%	-2%
CC(=O)c1ccc(-c2ccc(C(=O)N3CCCc4ccccc43)o2)cc1	3%	5%	20%	?	32%	?	-6%	9%	2%	19%	-5%
COc1cc(NC(=O)c2cccs2)c(C(=O)OCC(=O)NC(=O)NC(C)(C)C)cc1OC	-5%	2%	12%	-5%	-17%	0%	-2%	-2%	-1%	-5%	-9%
Cn1c(-c2c(N)n(C3CCCC3)c3nc4ccccc4nc23)nc2ccccc21	-5%	1%	15%	9%	3.5µM*	-48%	5.6µM*	-2%	10%	-9%	35%[activator]
O/N=C1\CCCc2ccc3ccccc3c21	2%	1%	15%	-20%	6%	2%	6%	1%	-2%	-2%	-10%
Cc1[nH][nH]c(=O)c1C(c1c(C)[nH][nH]c1=O)c1cn(C)c2ccccc12	12%	2%	?	-11%	?	-38%	-16%	5%	4%	18%	-18%
CCn1c(C(=O)O)c(CC(=O)Nc2ccccc2F)c2ccccc21	2%	11%	-3%	?	37%	12%	-12%	0%	-4%	-5%	-3%
